High-throughput results: PubChem, several laboratories
GASC-1 inh: blocks human GASC-1 demethylase activity | Q9H3R0 | GST-JMJD2C(1-420) H3K9me3 demethylation, DELFIA europium | AID 2099 | inhibition, % at 2.35 µM | hit rate 0.069% among 330,000;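 active = more than half of a compound's replicate wells show inhibition beyond 50%, single wells judged on their own value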;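 also: signal counts dimethyl H3K9 product captured on neutravidin plate; 0% = median of DMSO wells and 100% = 0.3 times that DMSO median; strong numbers were not always called active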
Target sequence (Q9H3R0 1-420 limits assumed): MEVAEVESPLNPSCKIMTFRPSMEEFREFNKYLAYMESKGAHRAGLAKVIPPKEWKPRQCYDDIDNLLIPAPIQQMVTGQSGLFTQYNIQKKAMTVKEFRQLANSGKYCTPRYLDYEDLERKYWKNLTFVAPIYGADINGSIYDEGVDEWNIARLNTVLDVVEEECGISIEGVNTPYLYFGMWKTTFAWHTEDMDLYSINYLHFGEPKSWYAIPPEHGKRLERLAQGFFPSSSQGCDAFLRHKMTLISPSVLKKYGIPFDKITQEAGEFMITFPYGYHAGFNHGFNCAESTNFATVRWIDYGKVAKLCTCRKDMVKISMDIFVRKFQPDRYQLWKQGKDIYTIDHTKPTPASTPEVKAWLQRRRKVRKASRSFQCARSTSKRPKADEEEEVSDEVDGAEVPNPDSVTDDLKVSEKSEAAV
RPL19A-GFP yeast: yeast TOR pathway RPL19A-GFP modulation. S. cerevisiae RPL19A-GFP strain, flow cytometry, 3 h; stronger effect = lower value. percent response vs DMSO, % at 10 µM. hit rate 0.3% among 330,000;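 active = percent response vs DMSO below 50%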;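 also: median channel GFP fluorescence of the barcoded RPL19A-GFP strain; ratio of sample median GFP to plate DMSO average so 100% = DMSO; lower means less RPL19A-GFP as with rapamycin TOR inhibition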
LAP4 TOR yeast: alters LAP4-GFP fluorescence in TOR pathway yeast screen | S. cerevisiae LAP4-GFP multiplex, flow cytometry GFP, 3 h; median GFP as percent of DMSO wells | GFP response vs DMSO, % at 10 µM | hit rate 0.34% among 320,000 | AID 2023;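 active = GFP response vs DMSO above a set limit, about the screen mean plus 3 SD, cut at about 150% in these data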
VLA-4 inh: inhibition in a human VLA-4 binding assay | P13612 | VLA-4 expressing cells, ligand binding flow cytometry | inhibition, % (about 7 µM as worked out from the volumes in the protocol) | hit rate 0.2% among 330,000 | AID 2557; in the data active = inhibition above about 50%
GRK2 inh: human GRK2 inhibition via aptamer displacement | inhibition of aptamer binding, % at 10 µM | AID 488847 | hit rate 0.59% among 330,000 | bead flow cytometry, FAM-aptamer displacement from GRK2 | P25098;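 active = inhibition of aptamer binding above 40%, roughly 3 SD of noise, on plates passing a quality check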;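 also: median bead fluorescence of bound FAM aptamer so fluorescent compounds give negative values; no value below 0 was filed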
Target sequence (P25098 whole entry, looked up): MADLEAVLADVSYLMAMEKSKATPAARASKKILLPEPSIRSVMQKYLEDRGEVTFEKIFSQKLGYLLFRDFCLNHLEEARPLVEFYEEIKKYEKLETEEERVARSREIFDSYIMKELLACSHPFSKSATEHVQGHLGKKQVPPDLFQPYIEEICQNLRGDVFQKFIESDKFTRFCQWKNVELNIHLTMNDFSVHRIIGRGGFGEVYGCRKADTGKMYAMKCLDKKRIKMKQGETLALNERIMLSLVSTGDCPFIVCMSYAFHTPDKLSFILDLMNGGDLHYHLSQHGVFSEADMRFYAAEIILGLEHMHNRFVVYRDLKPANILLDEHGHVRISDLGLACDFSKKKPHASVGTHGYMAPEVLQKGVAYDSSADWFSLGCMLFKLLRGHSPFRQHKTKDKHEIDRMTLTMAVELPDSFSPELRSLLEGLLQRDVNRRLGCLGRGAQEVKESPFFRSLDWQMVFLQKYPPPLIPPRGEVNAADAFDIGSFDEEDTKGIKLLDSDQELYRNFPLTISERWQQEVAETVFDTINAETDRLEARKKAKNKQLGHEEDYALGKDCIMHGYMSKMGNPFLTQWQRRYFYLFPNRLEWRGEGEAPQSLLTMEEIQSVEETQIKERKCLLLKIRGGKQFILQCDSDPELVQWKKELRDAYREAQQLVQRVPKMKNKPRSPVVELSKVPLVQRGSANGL
CIT2 TOR yeast: yeast TOR pathway CIT2-GFP modulation; S. cerevisiae CIT2-GFP strain, flow cytometry, 3 h; 100 means same as DMSO wells; GFP response vs DMSO, % at 10 µM; hit rate 0.065% among 320,000;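 active = GFP response relative to DMSO above a set limit, near the screen mean plus 3 SD, cut at about 150% in these data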;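 also: ratio of well median GFP fluorescence to mean of DMSO wells on the plate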
MEP2 TOR yeast: modulators of TOR pathway MEP2-GFP in S. cerevisiae; S. cerevisiae MEP2-GFP strain, flow cytometry GFP, 3 h; 100% = DMSO control level; GFP response vs DMSO, % at 10 µM; hit rate 0.51% among 330,000; AID 2016;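 active = GFP response versus DMSO above a set limit, roughly screen mean plus 3 SD, cut at about 180% in these data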;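 also: median GFP fluorescence of the barcode-gated MEP2-GFP cells per well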
AGP1-GFP MLPCN: modulators of TOR pathway AGP1-GFP in S. cerevisiae; GFP response vs DMSO, % at 10 µM; AID 2066; hit rate 0.02% among 320,000; S. cerevisiae AGP1-GFP multiplex flow cytometry, 3 h; GFP as percent of DMSO wells;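 active = GFP response relative to DMSO above a set limit, near screen average plus 3 SD, cut at about 150% in these data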;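 also: median GFP channel fluorescence of the gated AGP1 strain per well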
Numbers without * were called inactive; i = inactive; / = not tested or not shown.

The first two compounds, ahead of the listing:
SMILES	GASC-1 inh	RPL19A-GFP yeast	LAP4 TOR yeast	VLA-4 inh	GRK2 inh	CIT2 TOR yeast	MEP2 TOR yeast	AGP1-GFP MLPCN
CN(C(=O)COC(=O)c1ccc(S(=O)(=O)N2CCOCC2)cc1)c1ccccc1	-1	104	99	0	0	93	103	98
CCCN(CCC)S(=O)(=O)c1ccc(C(=O)Nc2nnc(CSC)o2)cc1	-1	94	94	7	0	97	89	92

The whole of this part (from the top)
SMILES	GASC-1 inh	RPL19A-GFP yeast	LAP4 TOR yeast	VLA-4 inh	GRK2 inh	CIT2 TOR yeast	MEP2 TOR yeast	AGP1-GFP MLPCN
CN(C(=O)COC(=O)c1ccc(S(=O)(=O)N2CCOCC2)cc1)c1ccccc1	-1	104	99	0	0	93	103	98
CCCN(CCC)S(=O)(=O)c1ccc(C(=O)Nc2nnc(CSC)o2)cc1	-1	94	94	7	0	97	89	92
CSCCCNC(=O)c1ccccc1OC1CCN(S(C)(=O)=O)CC1	3	104	97	-21	0	104	100	104
CC(C)(C)c1ccc(C(CC(=O)O)NC(=O)Cc2ccccc2)cc1 (stereo not drawn)	-3	102	99	10	1	114	100	100
COC(=O)c1cc(Br)c(=O)n(Cc2ccc(OC)c(OC)c2)c1	10	97	96	8	3	104	100	97
Cc1cccc(OCCCC(=O)Nc2ccccc2C(F)(F)F)c1	-1	96	107	18	0	88	94	92
COc1ccccc1CN1CCNC(=O)C1CC(=O)NC1Cc2ccccc2C1 (stereo not drawn)	-8	104	95	-42	1	114	109	101
CC(C(=O)Nc1ccccc1Br)c1ccc([N+](=O)[O-])cc1 (stereo not drawn)	-5	104	93	6	6	95	100	100
COc1ccc(/C=N/NC(=S)NCc2ccccc2)cc1OC	-8	99	98	-16	0	101	105	103
CN(C)S(=O)(=O)c1ccc(Cl)c(NC(=O)COC(=O)/C=C/c2ccco2)c1	5	89	97	2	13	96	92	100
CC(C)c1ccc(C(=O)NC(=S)NCc2cccnc2)cc1	-4	89	117	11	0	75	87	110
CCc1nn(CC(=O)NCCCN(CC)Cc2ccccc2)c(=O)c2cc3sccc3n12	4	96	93	10	5	98	95	104
N#Cc1ccc(NCC(=O)Nc2ccc(S(=O)(=O)N3CCCCC3)cc2)cc1	/	90	88	5	1	90	93	88
Cn1cc(C(=O)NC2CCCCCC2)c(=O)c2cc(S(=O)(=O)N3CCCC3)ccc21	1	102	93	9	1	102	78	99
CCOC(=O)C1=C(Cc2ccc(C)cc2)C(=O)c2ccccc2C1=O	-3	101	168*	/	0	83	113	81
CC1=NN(c2ccccc2)C(=O)C1N=Nc1ccccc1 (stereo not drawn)	-23	104	89	21	0	96	94	96
O=C(COC(=O)c1ccc[n+]([O-])c1)Nc1ccc([N+](=O)[O-])cc1C(F)(F)F	-1	101	98	-5	0	100	105	101
C=C(C)CN(CC)C(=O)CCc1nnc(CCCc2ccccc2)o1	-22	90	94	-7	0	93	92	93
COc1cc(-c2nnc(SCC(=O)NC3CCS(=O)(=O)C3)o2)cc(OC)c1OC (stereo not drawn)	27	98	99	7	1	96	96	100
Cc1nc2cc(-c3sccc3-n3cccc3)nn2c(C)c1C	7	101	109	-21	0	99	101	104
C=CCn1c(=NC(=O)C2CCCCC2)sc2cc(NC(C)=O)ccc21	18	94	102	-15	0	90	93	92
COc1ccc(CNC(=O)CCn2c(=O)[nH]c3ccccc3c2=O)cc1	17	103	106	-3	3	99	100	109
FC(F)Oc1ccccc1/C=N/Nc1nc2ccccc2o1	-24	94	101	27	1	97	93	94
Cc1nc2ccc(NC(=O)C3=NN(C)C(=O)CC3)cc2s1	-8	92	93	7	0	80	92	91
COc1cc(S(=O)(=O)NCc2ccc3c(c2)OCO3)c(OC)cc1C	-16	106	89	14	1	99	110	95
Cc1cc(C)cc(NC(=S)N2CCC(NC(=O)c3ccc(F)cc3)CC2)c1	-2	93	93	11	0	90	95	90
CC1CCCCC1NC1=NCCCS1 (stereo not drawn)	-5	95	107	10	0	89	99	94
COc1cccc(N2CCN(CC(=O)Nc3nnc(-c4ccccc4)s3)CC2)c1	-5	94	106	-23	3	85	94	95
O=C(NC(=O)c1ccccc1O)c1ccc(C(F)(F)F)cc1	-5	89	100	-2	0	85	89	94
CCOc1ccc(C(=O)NCC2CCCN2S(=O)(=O)c2cccs2)cc1 (stereo not drawn)	-25	98	113	9	0	95	97	108
O=C(N/N=C/c1cc([N+](=O)[O-])ccc1O)c1cccc(NC(=O)c2cccc(Cl)c2)c1	-34	99	101	7	0	100	102	93
CCN(CC)C(=O)c1ccc2c(=O)n(Cc3ccc4c(c3)OCO4)c(=S)[nH]c2c1	0	100	100	-3	3	105	101	101
CCCCn1nnc(NC(=O)COc2ccc(Cl)c(C)c2)n1	1	100	99	2	0	90	105	97
Nc1nonc1-c1noc(COc2ccccc2Cl)n1	-1	92	96	1	0	80	89	84
O=C(Nc1cccc(Cl)c1)c1nc[nH]c1C(=O)N1CCc2ccccc2C1	5	90	84	19	1	89	94	89
COc1cc(C(=O)N2CCN(C(=O)C(Cc3cc(C)ccc3C)NC(C)=O)CC2)cc(OC)c1OC (stereo not drawn)	3	97	105	19	0	97	101	102
CS(=O)(=O)N1CCC(Oc2cccc(C(=O)NCCCC3CCCC3)c2)CC1	9	100	107	-12	0	125	111	111
C=CCN1C(=O)/C(=C/c2ccccc2)S/C1=N/c1nccs1	0	99	101	1	0	110	96	98
COc1ccc(NC(=O)c2ccc(OC)c(S(=O)(=O)N3CCCCC3C)c2)cn1 (stereo not drawn)	/	93	91	5	0	97	92	95
COc1cc(CN2CCSCC2)c([N+](=O)[O-])cc1OC	-8	109	91	18	2	108	109	99
CC(C)NC(=O)N(O)C1N(C(C)C)C(=O)N(Cc2ccc3c(c2)OCO3)C1(C)C (stereo not drawn)	-1	100	96	3	0	100	99	100
C/C(=N\NC(=S)NC1CCCCC1)c1cccc(C(F)(F)F)c1	-9	98	104	9	0	100	102	98
COCOc1ccc(C2CC(=O)c3c(OCOC)cc(OCOC)cc3O2)cc1 (stereo not drawn)	-2	104	105	-5	3	104	108	108
O=c1[nH]c(CSc2nc3ccccc3[nH]2)nc2c1cnn2-c1ccccc1	1	100	92	-4	3	106	97	92
CC(C)(C)NC(=O)c1cnn(-c2ccccc2)c1NC(=O)c1ccccc1	i	104	104	35	2	99	102	97
CCS(=O)(=O)Nc1ccc(C2=NN(S(C)(=O)=O)C(c3cccs3)C2)cc1 (stereo not drawn)	10	100	101	3	0	98	104	104
CC(=O)N1CCN(S(=O)(=O)c2cccc(C(=O)Nc3nc4c(s3)CCCC4)c2)CC1	19	100	105	3	1	105	102	105
COC(=O)c1ccc(CSc2nnc(Nc3cccc(OC)c3)s2)o1	1	/	104	0	12	82	101	77
C=CCn1c(-c2sccc2C)n[nH]c1=S	-2	103	98	-8	6	107	103	98
O=[N+]([O-])c1ccc(N(CC2CO2)S(=O)(=O)c2ccccc2)cc1 (stereo not drawn)	4	100	84	7	3	98	101	100
CC(=O)N1N=C(c2ccc3nccnc3c2)CC1c1ccccc1 (stereo not drawn)	-1	97	101	-4	0	101	102	101
C[C@H](CO)N1C[C@H](C)[C@@H](CN(C)C(=O)Nc2ccccc2)Oc2ccc(NC(=O)NC3CCCCC3)cc2C1=O	-2	93	85	9	2	88	87	96
CC(C)CC1C(C#N)=C(N)SC(N)=C1C#N	-2	97	98	8	5	/	94	92
CC(C(=O)N1CCCC1)c1ccc([N+](=O)[O-])cc1 (stereo not drawn)	-9	107	102	21	1	105	109	104
CCOC(=O)C1CCCN(C/C(O)=C(\C#N)c2nc(-c3ccccc3)cs2)C1 (stereo not drawn)	-9	101	103	-7	0	105	102	104
CC(C)c1ccc(NC2CCCN(C(=O)CN3CCOC3=O)C2)cc1 (stereo not drawn)	3	91	94	1	0	91	100	93
CCNC(=S)NN=C1c2ccccc2-c2ccccc21	3	88	114	-20	2	94	96	105
COc1ccc(N2CCN(CC(=O)N3N=CCC3c3ccccc3)CC2)cc1 (stereo not drawn)	55	105	86	19	0	104	104	100
COc1cc(NC(=O)c2ccc(Cl)cc2Cl)ccc1NC(=O)c1cccs1	-3	93	96	6	0	100	91	96
CCC(=O)N(Cc1cc2ccccc2[nH]c1=O)C(C)C	-2	99	100	4	1	97	103	102

Three records picked at random from those above:
SMILES	GASC-1 inh	RPL19A-GFP yeast	LAP4 TOR yeast	VLA-4 inh	GRK2 inh	CIT2 TOR yeast	MEP2 TOR yeast	AGP1-GFP MLPCN
CCNC(=S)NN=C1c2ccccc2-c2ccccc21	3	88	114	-20	2	94	96	105
CC(C)CC1C(C#N)=C(N)SC(N)=C1C#N	-2	97	98	8	5	/	94	92
CCOC(=O)C1CCCN(C/C(O)=C(\C#N)c2nc(-c3ccccc3)cs2)C1 (stereo not drawn)	-9	101	103	-7	0	105	102	104

(further entries)
SMILES	GASC-1 inh	RPL19A-GFP yeast	LAP4 TOR yeast	VLA-4 inh	GRK2 inh	CIT2 TOR yeast	MEP2 TOR yeast	AGP1-GFP MLPCN
N#CCc1ccc(OC(=O)Nc2ccccc2)cc1	10	108	97	36	2	109	102	101
O=C(Nc1nc2c(s1)CN(Cc1ccccc1)CC2)C1CCC1	-19	94	101	-5	0	103	99	101
CCCN(C(=O)c1ccc([N+](=O)[O-])c(C)c1)c1c(N)n(Cc2ccccc2)c(=O)[nH]c1=O	-6	83	113	20	0	78	120	102
O=C1S/C(=C\c2ccc(O)c([N+](=O)[O-])c2)C(=O)N1Cc1cccc([N+](=O)[O-])c1	-27	103	112	11	1	100	112	107
CCOc1ccc(Nc2nc(Cc3nnc(SCC(=O)N(CC)CC)n3C)cs2)cc1	-4	98	96	3	0	98	89	99
Cc1ccc(-c2nc3ccccn3c2Nc2ccccc2)o1	24	106	96	11	0	102	97	97
CCCCn1c(N)c(N(CCOC)C(=O)CSc2nc3ccc(C)cc3[nH]2)c(=O)[nH]c1=O	28	101	108	3	5	96	103	105
CCN1C(=O)[C@@H]2[C@@H](c3ccc(-c4ccc(C(C)=O)cc4)c(OC)c3)N3CCCC[C@@]3(C(=O)OC)[C@@H]2C1=O	7	101	105	32	0	90	95	88
C[C@H](NC(=O)OCc1ccccc1)c1nnc([C@H](C)NC(=O)OCc2ccccc2)o1	-2	102	98	5	1	86	101	90
Cc1cc(S(=O)(=O)N2CCOCC2)ccc1OCC(=O)Nc1cccc(C(F)(F)F)c1	-6	107	93	1	0	104	109	100
O=C(Cn1c(=O)oc2ccccc21)NCCc1ccccc1	-5	102	92	-1	0	94	97	93
O=[N+]([O-])c1ccccc1CN1CCN(Cc2ccccn2)CC1	9	95	93	-7	2	101	99	96
CC1CN(CC(O)COC(c2ccccc2)c2ccccc2)CC(C)O1 (stereo not drawn)	-2	106	95	2	0	107	99	108
COc1cc2c(cc1OC)C(C(=O)O)C(c1cc(Br)c(O)c(OC)c1)N(C)C2=O (stereo not drawn)	-10	95	91	-6	2	100	98	98
Cc1nc2nc(N)nn2c(C)c1C/C=C/c1ccccc1	4	97	91	-1	1	98	95	99
O=C(CN1CCN(c2ccccc2)CC1)N1CCc2[nH]c3ccccc3c2C1	/	98	98	-7	0	104	102	101
O=C1Nc2ccc(F)cc2C12Nc1ccccc1-c1nnc(SCc3ccccc3Cl)nc1O2 (stereo not drawn)	-1	90	95	-6	1	93	96	91
CC(C)n1c(Nc2ccccc2)nc2ccccc21	-4	98	98	4	0	107	104	105
Cc1ccc2cc(CN(CC(C)C)C(=O)C3CCCO3)c(=O)[nH]c2c1 (stereo not drawn)	2	108	107	-10	2	/	103	107
O=C(Nc1c(-c2cccs2)nc2ccccn12)c1ccc2ccccc2c1	-8	105	91	11	3	95	101	95
COC(=O)c1cc2occc2n1CC(=O)Nc1cc(OC)cc(OC)c1	9	98	95	2	2	101	106	106
